IMP-1 inhibitor – blocks Pseudomonas aeruginosa IMP-1 metallo-beta-lactamase. purified IMP-1, nitrocefin hydrolysis, epi-absorbance fluorescence. inhibition, % at 5.6 µM. 290,000 tested, 0.45% active. AID 1556;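 active means inhibition above the mean plus 3 SD of all compounds in the same screening run, cut at about 4.5% in these data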;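 further: 0% = IMP-1 with DMSO and 100% = DMSO wells lacking enzyme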
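Assay system: purified recombinant IMP-1 beta-lactamase. Input: IMP-1 0.2 nM before substrate addition. Buffer or medium: Zinc- and detergent-supplemented HEPES buffer, pH 7.1. Schedule: 25 °C, 15 min preincubation, 25 min reaction. Signal: Epi-absorbance fluorescence, 480 nm excitation, 530 nm emission. Evaluation: percent inhibition from optical density relative to buffer-blank wells.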
VIM-2 inhibitor – blocks Pseudomonas aeruginosa VIM-2 metallo-beta-lactamase. purified VIM-2, nitrocefin hydrolysis, epi-absorbance fluorescence. inhibition, % at 5.6 µM. 290,000 tested, 0.89% active;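 active means inhibition above the mean of all tested compounds plus 3 SD, cutoff set per screening run, cut at about 7.5% in these data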;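 further: red hydrolysis product quenches plate fluorescence so inhibitors raise well fluorescence; 0% = enzyme with DMSO and 100% = DMSO without enzyme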
OXTR agonist – activates the human oxytocin receptor; CHO-OTR cells, Fluo-8 calcium fluorescence; normalized: DMSO 0%, oxytocin 100%; activation, % at 3 µM; 320,000 tested, 0.32% active; AID 2435;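 active means activation above the mean of all tested compounds plus 3 SD, cutoff set per screening run, cut at about 20% in these data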;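 further: peak over basal fluorescence ratio from a 100 s FLIPR kinetic read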
DNA FID counter – counter-screen for HCV NS3 helicase inhibitors: DNA intercalator displacement. DNA fluorescent intercalator displacement, fluorescence. inhibition, % at 7.9 µM. 290,000 tested, 0.17% active. AID 1845; in the data active means inhibition above about 37%;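 further: 0% = vehicle and 100% = reference compound; higher means more ethidium bromide displaced from hairpin DNA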
GalR3 antagonist – antagonists of human GalR3; O60755; HEK293 GalR3-CNG cAMP membrane potential fluorescence; galR3 body fused to GalR1 C-terminus; inhibition, % at 3 µM; 360,000 tested, 0.44% active;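 active means inhibition above the screen-wide average plus 3 SD, cut at about 13% in these data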;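 further: forskolin and galanin both at EC90 stimulate the cells; cAMP rise reported by CNG channel membrane potential dye signal; 0% = forskolin plus galanin with DMSO and 100% = forskolin alone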
Target sequence (O60755 1-299 limits assumed): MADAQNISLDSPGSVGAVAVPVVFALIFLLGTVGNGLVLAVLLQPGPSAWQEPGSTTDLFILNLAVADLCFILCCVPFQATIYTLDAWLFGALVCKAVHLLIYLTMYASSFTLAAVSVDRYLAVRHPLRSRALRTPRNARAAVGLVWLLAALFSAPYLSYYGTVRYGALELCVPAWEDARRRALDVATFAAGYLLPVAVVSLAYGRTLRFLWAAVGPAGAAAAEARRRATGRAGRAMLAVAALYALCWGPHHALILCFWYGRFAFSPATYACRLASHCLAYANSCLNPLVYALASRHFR
HCV NS3 hel inh – HCV NS3 helicase inhibition; 290,000 tested, 0.56% active; inhibition, % at 10.9 µM; NS3 helicase DNA unwinding, Cy5 molecular beacon fluorescence;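 active means inhibition above the mean of all tested compounds plus 3 SD, set per campaign, cut at about 35% in these data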;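 further: 0% = DMSO wells and 100% = thioflavine S control wells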
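Assay system: hepatitis C virus NS3 helicase domain fragment enzyme. Also added: annealed dual-labelled DNA beacon duplex, ATP-started. Timing: 1 h reaction at 25 °C, ATP-initiated. Technique: Cy5 fluorescence at 0 and 60 min, beacon hairpin quenching. Evaluation: % inhibition of unwinding. Replication: one well per compound.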
PHOSPHO1 block – blocks human PHOSPHO1 phosphatase activity; Q8TCT1; recombinant PHOSPHO1, absorbance phosphatase assay; inhibition, % at 13.3 µM; 290,000 tested, 1.1% active; in the data active means inhibition above about 60%
Target sequence (Q8TCT1 whole entry, looked up): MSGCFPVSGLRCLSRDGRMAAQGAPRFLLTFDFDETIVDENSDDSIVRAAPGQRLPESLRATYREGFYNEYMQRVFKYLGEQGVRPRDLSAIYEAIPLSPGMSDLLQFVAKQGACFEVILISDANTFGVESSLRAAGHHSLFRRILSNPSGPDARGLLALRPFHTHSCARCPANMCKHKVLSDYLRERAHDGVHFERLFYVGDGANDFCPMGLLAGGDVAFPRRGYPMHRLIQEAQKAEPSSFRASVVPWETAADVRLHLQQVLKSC
V1aR counter – activates human V1a receptor in oxytocin agonist counter-screen | CHO-V1R cells, Fluo-8 calcium fluorescence, agonist mode; 0% DMSO, 100% 3 nM vasopressin | activation, % at 3 µM | 320,000 tested, 0.25% active | P37288;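 active means activation above the mean activation of all tested compounds plus 3 SD, per screening run, cut at about 20% in these data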;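 further: signal is peak over basal fluorescence ratio across a 100 second FLIPR read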
GPR7 antagonist – antagonists of human GPR7 (neuropeptides B/W receptor 1); GPR7-expressing cells, fluorescence antagonist assay; 290,000 tested, 1.1% active; inhibition, % at 4.4 µM; P48145; AID 1861; in the data active means inhibition above about 16%, passing the limit was not always enough;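 further: cells stimulated with the agonist NPW; 0% = agonist with vehicle and 100% = vehicle without agonist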
Target sequence (P48145 whole entry, looked up): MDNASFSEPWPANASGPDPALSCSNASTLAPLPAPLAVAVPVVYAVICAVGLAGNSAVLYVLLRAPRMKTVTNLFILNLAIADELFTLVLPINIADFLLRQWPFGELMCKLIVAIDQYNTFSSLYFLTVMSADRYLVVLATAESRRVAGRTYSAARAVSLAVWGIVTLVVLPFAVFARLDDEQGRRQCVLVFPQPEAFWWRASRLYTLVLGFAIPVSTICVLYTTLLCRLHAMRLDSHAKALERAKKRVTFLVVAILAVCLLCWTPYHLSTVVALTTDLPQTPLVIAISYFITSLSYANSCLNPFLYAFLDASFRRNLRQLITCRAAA
Numbers without * were called inactive; · = not tested or not shown; & = joins results of further samples.

item	molecule	IMP-1 inhibitor	VIM-2 inhibitor	OXTR agonist	DNA FID counter	GalR3 antagonist
1	O=c1[nH]c(=O)n(-c2ccccc2)c2c1C(C(F)(F)F)(C(F)(F)F)N=C(CCC1CCCCC1)N2	-1.8	-2.1	4.4	-2	-2
2	Cc1cccc(NS(=O)(=O)c2ccc(OCC(=O)N3CCCC3)cc2)c1	0.0	-0.4	1.6	-37	0
3	COc1ccccc1C(=O)Nc1cccc(N(C)S(C)(=O)=O)c1	-0.7	-2.3	0.5	-10	3
4	O=C(CSc1nc(O)cc(=O)n1-c1ccccc1)N1CCCCC1	-3.4	-3.0	·	-44	·
5	Cc1ccc(-c2nnc(N3CCCCC3)c3ccccc23)cc1S(=O)(=O)NCC1CCCO1 (stereo not given)	-4.1	-0.8	-0.6	-52	-6
6	COC(=O)C(C)N(C(=O)c1cccc2ccccc12)c1c(C)cccc1C (stereo not given)	-3.6	-0.9	-1.2	-27	-8
7	O=[N+]([O-])c1ccc2nc(Cl)nc(-c3ccccc3)c2c1	-3.8	-2.5	·	5	-8
8	COc1ccccc1NC(=S)N(Cc1ccc(C)cc1)Cc1cccnc1	-5.5	-3.8	-1.3	-21	-3
9	Cc1ccccc1N(CC(=O)Nc1ccccc1C(=O)O)S(C)(=O)=O	-2.1	-5.0	1.7	-13	-4
10	CCSc1nnc(-c2ccccc2NC(C)=O)c(=O)[nH]1	-3.0	-2.7	-0.8	-2	-1

item	HCV NS3 hel inh	PHOSPHO1 block	V1aR counter	GPR7 antagonist
1	10	-10	1.6	8
2	2	28	3.9	-1
3	-7	6	1.4	6
4	10	10	·	2
5	14	7	1.6	-1
6	-13	28	-1.3	-11
7	2	11	·	-19
8	-2	-12	-1.3	-11
9	11	13	-0.8	-17
10	-7	4	4.3	-4

Arranged by heavy-atom count (rising): 8 of the compounds above
item	molecule	IMP-1 inhibitor	VIM-2 inhibitor	OXTR agonist	DNA FID counter	GalR3 antagonist
7	O=[N+]([O-])c1ccc2nc(Cl)nc(-c3ccccc3)c2c1	-3.8	-2.5	·	5	-8
3	COc1ccccc1C(=O)Nc1cccc(N(C)S(C)(=O)=O)c1	-0.7	-2.3	0.5	-10	3
4	O=C(CSc1nc(O)cc(=O)n1-c1ccccc1)N1CCCCC1	-3.4	-3.0	·	-44	·
9	Cc1ccccc1N(CC(=O)Nc1ccccc1C(=O)O)S(C)(=O)=O	-2.1	-5.0	1.7	-13	-4
2	Cc1cccc(NS(=O)(=O)c2ccc(OCC(=O)N3CCCC3)cc2)c1	0.0	-0.4	1.6	-37	0
6	COC(=O)C(C)N(C(=O)c1cccc2ccccc12)c1c(C)cccc1C (stereo not given)	-3.6	-0.9	-1.2	-27	-8
5	Cc1ccc(-c2nnc(N3CCCCC3)c3ccccc23)cc1S(=O)(=O)NCC1CCCO1 (stereo not given)	-4.1	-0.8	-0.6	-52	-6
1	O=c1[nH]c(=O)n(-c2ccccc2)c2c1C(C(F)(F)F)(C(F)(F)F)N=C(CCC1CCCCC1)N2	-1.8	-2.1	4.4	-2	-2

item	HCV NS3 hel inh	PHOSPHO1 block	V1aR counter	GPR7 antagonist
7	2	11	·	-19
3	-7	6	1.4	6
4	10	10	·	2
9	11	13	-0.8	-17
2	2	28	3.9	-1
6	-13	28	-1.3	-11
5	14	7	1.6	-1
1	10	-10	1.6	8

The results go on:
item	molecule	IMP-1 inhibitor	VIM-2 inhibitor	OXTR agonist	DNA FID counter	GalR3 antagonist
11	O=C1O/C(=C/C(=O)N2CCOCC2)c2ccccc21	-2.7	-2.3	0.0	3	-3
12	Cc1cc(Cl)ccc1NC(=O)CCC(=O)O	-2.9	-3.0	0.8	3	-4
13	O=C(CCC(=O)NCCCc1ccccc1)NCCCc1ccccc1	-4.2	-2.0	-1.7	-29	-2
14	COCC(=O)N1CCC(n2nccc2NC(=O)CCOc2ccccc2)CC1	-2.7	-3.6	-0.4	-14	-6
15	Cc1ccc(C)c(C(=O)Cn2c(NCCO)nc3ccccc32)c1	-0.7	-1.8	0.0	8	-6
16	Cc1ccc2nc3c(cc(C(=O)NCc4ccco4)c(=N)n3C3CCCC3)c(=O)n2c1	-1.1	6.7	-1.8	-17	-7
17	CCCC(=O)Nc1nnc(CCOC)s1	-4.2	-1.6	-0.4	-5	-3
18	CCCN1CCN(S(=O)(=O)c2ccc3c(c2)OCCO3)CC1	-1.3	-1.6	-0.7	1	-8
19	CCOC(=O)CN1C(=O)C(O)(CC(=O)c2cccc(OC)c2)c2ccccc21 (stereo not given)	-1.3	-1.7	1.9	-11	0
20	CC(c1ccccc1)N1CC(C(=O)Nc2nccs2)CC1=O (stereo not given)	-1.8	-0.8	9.2	-13	-7

item	HCV NS3 hel inh	PHOSPHO1 block	V1aR counter	GPR7 antagonist
11	-4	4	0.8	-14
12	-13	5	0.6	-8
13	0	-22	-0.6	-13
14	6	54	0.1	-14
15	-29	23	0.8	2
16	4	35	-0.2	-13
17	-4	-19	0.8	-9
18	10	-16	-0.9	-4
19	0	-1	0.4	15
20	-4	-42	4.1	-9

Next entries.
item	molecule	IMP-1 inhibitor	VIM-2 inhibitor	OXTR agonist	DNA FID counter	GalR3 antagonist
21	O=c1c2ccccc2c(/C=N/c2ncn[nH]2)c(O)n1Cc1ccccc1	-4.4	-1.4	3.4	5	-4&-4
22	CCN(CC)c1ccc(NC(=O)CSc2nc(C3CC3)nc3ccccc23)cc1C	-2.2	-2.1	-2.1	-19	-8
23	CC1=C(C(=O)NCc2ccco2)C2(CCC(C)CC2)OC1=O (stereo not given)	-2.9	-4.3	-1.0	-3	·
24	C/C(=N/Nc1ccc(Cl)cc1)c1cnnc(-c2ccccc2)n1	-2.2	-4.6	0.7	3	-7
25	CCCCOC(=O)Cn1c(-c2ccccc2)nc2ccccc2c1=O	0.4	-0.8	-0.3	3	-3
26	CC(C)NC(=O)NCCCCCCS(C)=O (stereo not given)	-3.0	-4.2	0.6	-5	3
27	Cc1cc(-c2ccccc2)nc(SC(C(=O)O)c2ccccc2)n1 (stereo not given)	-1.6	-2.5	0.0	-29	11
28	CCOC(=O)c1cnc(SC)nc1Nc1cccc2ccccc12	-1.1	-3.8	-0.5	0	-2
29	CCN(CCn1cccn1)C(=O)CC1C(=O)NCCN1CCc1ccccc1 (stereo not given)	-1.7	-0.5	-0.6	-10	-2
30	CC(C)(C)NC(=O)Cn1cc(C#N)c2cc(Br)ccc21	3.7	-3.7	1.2	-1	-7

item	HCV NS3 hel inh	PHOSPHO1 block	V1aR counter	GPR7 antagonist
21	11	-17	5.2	-8
22	-6	28	-1.6	-6
23	11	5	-0.6	-7
24	-12	-58	-0.6	1
25	-4	-5	0.0	-8
26	5	40	-0.5	-18
27	12	24	1.0	2
28	3	-14	-0.3	-10
29	-18	3	1.0	-15
30	11	6	0.1	0

Remaining list, next part.
item	molecule	IMP-1 inhibitor	VIM-2 inhibitor	OXTR agonist	DNA FID counter	GalR3 antagonist
31	CCOC(=O)c1c(S(=O)(=O)N2CCc3ccccc32)c(C)n(C)c1C	1.4	0.3	-2.1	-20	-6
32	CC1(C)CC(=O)C2=C(C1)N=c1s/c(=C/c3ccc(F)c(F)c3)c(=O)n1C2c1ccc(F)cc1 (stereo not given)	-1.0	-2.1	1.0	1	8
33	COc1ccc(Cl)cc1C(=O)NNC(=S)NC(=O)c1cc(-c2ccccc2)nc2ccccc12	-4.6	-7.3	14	-9	-3
34	COc1ccccc1CC(=O)N1CCN(S(=O)(=O)c2ccccc2)CC1	2.8	0.5	0.5	-30	1
35	COc1cccc(CNC(=O)CSc2ccc(-c3cccs3)nn2)c1	-1.9	0.5	-1.1	-20	-3
36	O=[N+]([O-])c1ccccc1/C=C/C=N/n1c(-c2ccccc2)n[nH]c1=S	-0.8	3.2	-1.6	-5	-2
37	O=C(C1CCC1)N1CCC(c2nc3c(nnn3Cc3c(F)cccc3Cl)c(=O)[nH]2)CC1	-7.0	-2.0	0.0	-37	3
38	CC(=O)c1cccc(OCCCOc2cccc3cccnc23)c1	-4.0	-0.6	2.0	-35	-5
39	O=C(c1ccccc1F)N(Cc1cccnc1)Cc1cc2cc3c(cc2[nH]c1=O)OCCO3	-1.7	-0.6	-0.4	-21	-4
40	Cc1cc(C(=O)Nc2cccc(C(=O)O)c2)c(C)o1	-2.6	1.5	0.9	-2	-5

item	HCV NS3 hel inh	PHOSPHO1 block	V1aR counter	GPR7 antagonist
31	-3	19	0.1	-1
32	-2	14	0.9	-9
33	15	-57	26*	17
34	2	37	-0.5	-8
35	2	32	-0.6	-5
36	1	-17	-1.1	-15
37	-1	7	0.2	-9
38	-6	40	1.1	-16
39	-6	21	-0.3	-14
40	1	0	0.4	1

Next section
item	molecule	IMP-1 inhibitor	VIM-2 inhibitor	OXTR agonist	DNA FID counter	GalR3 antagonist
41	Cc1ccc(Nc2cc(C)nc3c(C)ccc([N+](=O)[O-])c23)cc1	-2.8	-3.2	-2.0	3	-3
42	CSC1=NCCN1S(=O)(=O)c1ccc2ccccc2c1	-2.2	-1.8	-1.1	-11	-4
43	Cc1c(NC(=O)COC(=O)C23CC4CC(CC(Br)(C4)C2)C3)c(=O)n(-c2ccccc2)n1C	-2.3	-1.7	1.1	-13	5
44	Cc1ccc2occ(/C=N/O)c(=O)c2c1	-1.7	0.0	-0.6	2	-3

item	HCV NS3 hel inh	PHOSPHO1 block	V1aR counter	GPR7 antagonist
41	-10	-24	-1.5	-15
42	-5	8	0.7	-10
43	3	29	-0.1	-7
44	-2	-6	1.1	15

Assay outcomes as filed in PubChem BioAssay.
